# OPRM1-OPRD1 inv – inverse agonists of MOR-DOR heterodimerization, primary screen, cell-based, luminescence; 340,000 compounds, 0.21% hits; cell-based MOR-DOR heterodimer luminescence, inverse agonism; Mu-type opioid receptor (Homo sapiens) + Delta-type opioid receptor (Homo sapiens), …; inhibition, % at 9.3 µM; in the data active means inhibition above about 22%, passing the limit was not always enough;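 further: 0% = cells with DMSO and 100% = wells without cells with DMSO; values of inactives mirror those of a sister screen read the other way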
# RTF Ca sens inh – cardiac RTF calcium sensitivity inhibitors, primary screen, biochemical, IANBD-TnC fluorescence, EC70 calcium | Troponin I, cardiac muscle (Homo sapiens) + Troponin T, cardiac muscle (Homo sapiens) + … | IANBD-labeled cardiac RTF, Ca2+ fluorescence | inhibition, % at 7.15 µM | 340,000 compounds, 0.12% hits | AID 493244, 2011;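 active means inhibition above the mean inhibition of all tested compounds plus 3 SD, cut at about 17% in these data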;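 further: assay run at fixed EC70 calcium of 1.6 mM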
# Arrestin-AP2 inh – inhibitors of beta-arrestin/AP2 binding, primary screen, biochemical, GPCR trafficking, flow cytometry; beta-arrestin 1 C-terminal peptide binding to AP2 beta2-adaptin appendage (human); FITC-arrestin peptide / GST-AP2 beads; AP2 beta2 appendage carries R879A mutation; inhibition, % at 10 µM; 340,000 compounds, 0.31% hits; AID 504490, 2011;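 active means inhibition above a set limit, near 3 SD of compounds lacking own fluorescence, cut at about 54% in these data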;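 further: plate controls were DMSO wells for no effect and 5 µM unlabelled arrestin peptide for full effect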
#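 test system = AP2 appendage R879A on GSH beads | buffer or medium = PBS plus Tween 20 (0.05%) and BSA (0.1%) | incubation = 12 min plus 1 h, RT | detection = bead flow cytometry, FITC channel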
# Pemphigus Ab inh – inhibitors of pemphigus antibody binding to DSG3, primary screen, biochemical, bead-based, flow cytometry, scFv-GFP | Desmoglein-3 (Homo sapiens), P32926 | DSG3-coupled beads, scFv-anti-DSG3-GFP binding; stronger effect = lower value | binding (percent of control), % at 10 µM | 310,000 compounds, 0.48% hits;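 active means binding more than 3 SD below its plate's average and above zero; inconclusive means below that plate limit but binding exactly zero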; further: some compounds called inactive have numbers as strong as hits
# LANA DNA inh – inhibitors of KSHV C-LANA binding to DNA, primary screen, biochemical, fluorescence polarization, FAM-LBS DNA, MBP-C-LANA, single point | Kaposi's sarcoma herpesvirus LANA C-terminal domain (residues 932-1162) DNA binding | inhibition, % at 9 µM | 340,000 compounds, 0.078% hits | AID 504423, 2011;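 active means highest replicate inhibition at or above 60% at 9 µM, even if other replicates fall short; inactive means all replicates below 60% inhibition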;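 further: 0% = neutral control wells and 100% = 4 µM acridine orange control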
# Keap1 Nrf2 FP – Keap1-Nrf2 protein-protein interaction inhibitors, primary screen, biochemical, fluorescence polarization, single point. Kelch-like ECH-associated protein 1 (Homo sapiens), Q14145. Keap1 Kelch-Nrf2 peptide fluorescence polarization, 1536-well. inhibition, % at 9.4 µM. 340,000 compounds, 0.15% hits; in the data active means inhibition above about 12%; inconclusive means no clear call, values can overlap the other calls; inactive means below about 7.3%;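 further: human Keap1 Kelch domain with fluorescein labeled Nrf2 9mer peptide probe; 0% = neutral control wells and 100% = peptide positive control; higher means more block of Keap1 binding to Nrf2 peptide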
# Target sequence (Q14145 whole entry, looked up, the tested form may be a part): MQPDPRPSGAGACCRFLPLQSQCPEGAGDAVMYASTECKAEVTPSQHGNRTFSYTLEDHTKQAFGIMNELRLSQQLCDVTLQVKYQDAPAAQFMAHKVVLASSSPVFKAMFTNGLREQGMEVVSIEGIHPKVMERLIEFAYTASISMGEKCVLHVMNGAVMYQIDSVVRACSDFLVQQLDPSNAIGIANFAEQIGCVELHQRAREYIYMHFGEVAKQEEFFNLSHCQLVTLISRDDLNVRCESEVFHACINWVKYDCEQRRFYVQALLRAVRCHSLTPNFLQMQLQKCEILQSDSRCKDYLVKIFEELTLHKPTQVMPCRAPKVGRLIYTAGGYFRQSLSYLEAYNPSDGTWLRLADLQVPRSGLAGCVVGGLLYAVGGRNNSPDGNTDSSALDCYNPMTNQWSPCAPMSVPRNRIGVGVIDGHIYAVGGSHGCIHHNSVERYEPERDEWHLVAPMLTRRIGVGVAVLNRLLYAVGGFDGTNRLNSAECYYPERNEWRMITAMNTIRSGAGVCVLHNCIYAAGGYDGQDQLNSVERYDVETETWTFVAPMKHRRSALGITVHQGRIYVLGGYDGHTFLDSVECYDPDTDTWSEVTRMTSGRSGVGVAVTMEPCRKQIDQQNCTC
# RTF Ca sens act – cardiac RTF calcium sensitivity activators, primary screen, biochemical, IANBD-TnC fluorescence, EC20 calcium | Troponin I, cardiac muscle (Homo sapiens) + Troponin T, cardiac muscle (Homo sapiens) + … | IANBD-labeled TnC RTF fluorescence at EC20 calcium; 0% EC20 calcium, 100% full calcium | activation, % at 7.2 µM | 340,000 compounds, 0.24% hits | AID 493008, 2010;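 active means activation above the mean over all tested compounds plus 3 SD, cut at about 30% in these data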;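 further: rise in fluorescence read as greater calcium sensitivity of cardiac thin filaments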
# Wnt bcat act – Wnt/beta-catenin pathway activators, primary screen, cell-based, plate reader, single point | Wnt/beta-catenin reporter cell assay, activator | activation, % at 9.35 µM | 300,000 compounds, 1.2% hits; in the data active means activation above about 30%, passing the limit was not always enough; inconclusive means no clear call, values can overlap the other calls;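 further: 0% = neutral control wells and 100% = positive control wells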
# MOR-DOR ag – agonists of OPRM1-OPRD1 heterodimerization, primary screen, cell-based, luminescence | Mu-type opioid receptor (Homo sapiens) + Delta-type opioid receptor (Homo sapiens), … | cells | activation, % at 9.3 µM | 340,000 compounds, 0.3% hits | AID 504326, 2011; in the data active means activation above about 18%;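 further: 0% = vehicle-treated cells and 100% = reference agonist; values of inactives mirror those of a sister screen read the other way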
# V-ATPase pHluor – regulators of yeast V-ATPase proton pumping, primary screen, pHLuorin cytosolic pH fluorescence | 350,000 compounds, 0.37% hits | AID 504577, 2011 | response, % at 10 µM | S. cerevisiae; in the data active means response mostly above about 7.3%, no sharp cut-off; inactive means mostly below about 5.4%; further: actives read high; inactives centre near 0; some compounds called inactive have numbers as strong as hits; reference of the scale not given here
# * = called active by the depositor; u = inconclusive; x = not tested or not shown.
SMILES,OPRM1-OPRD1 inv,RTF Ca sens inh,Arrestin-AP2 inh,Pemphigus Ab inh,LANA DNA inh,Keap1 Nrf2 FP,RTF Ca sens act,Wnt bcat act,MOR-DOR ag,V-ATPase pHluor
Cc1cc(C)n(/C(=C\N(C)C)C(=O)c2cccc([N+](=O)[O-])c2)n1,10,-6,-13,98,0.2,1,-3,2,-1.7,2
c1ccc2c(-c3ccncc3)c[nH]c2c1,7,0,-7,106,-0.1,-8,0,-1,-1.4,2
COc1ccc(NC(=O)CN2CCC(C)CC2)c([N+](=O)[O-])c1,-17,-5,4,96,-1.6,6,2,0,2.9,2
CCOC(=O)/C=C1\SCC(=O)N1CC(O)CN1C(=O)CS/C1=C/C(=O)OCC (centres undefined),9,-9,11,89,0.9,-4,-4,1,-1.8,-2
CS/C(N)=N/N=C/c1ccc2c(c1)OCO2,12,0,2,116,-0.1,0,2,28,-2.4,-1
Cc1ccsc1C(=O)NC(C)c1ccc2c(c1)OCO2 (centres undefined),1,-5,-6,100,0.5,2,0,-1,-0.2,-2
Cc1ccc(-n2c(SCn3nnc4ccccc4c3=O)nnc2-c2cccnc2)c(C)c1,-75,-23,-4,113,0.4,-3,3,-4,13,0
CCc1cc(=O)oc2cc(C)cc(OCc3nn[nH]n3)c12,10,-8,-1,x,0.0,-1,2,x,-2.4,4
CC1CCc2nc(NC(=O)CN3CCN(Cc4ccc5c(c4)OCO5)CC3)sc2C1 (centres undefined),-20,2,4,104,-0.9,-1,3,x,3.8,3
CCc1[nH]c(C(=O)O)c(C)c1C(=O)OC,12,-6,-11,98,-0.2,-1,1,3,-2.3,0
COc1ccc2c(c1)c(C(C)=O)c(C)n2-c1ccccc1,14,-2,-11,113,-1.7,-2,-6,-1,-2.4,7
CCCOc1ccc(N2CC(C(=O)Nc3ccccc3OC)CC2=O)cc1 (centres undefined),7,-7,-2,106,0.1,-4,0,0,-1.3,-2
COc1ccc(-c2cc(-c3ccccc3)n3ncnc3n2)cc1,6,-12,4,98,-2.1,3,-9,-1,-0.9,2
O=C(Nc1ccccc1Cl)c1cccs1,12,-9,-7,106,0.2,0,-2,x,-2.9,1
O=C(CN1C(=O)S/C(=C\c2ccccc2)C1=O)Nc1cc([N+](=O)[O-])ccc1O,20,-2,-5,116,0.5,-4,1,2,-3.8,-3
OCCN(C=NC1=NN(c2cccc(C(F)(F)F)c2)CC1)CCO,-11,16,22,98,-0.1,1,6,x,1.8,-7
COc1ccc([N+](=O)[O-])cc1C(=O)NCCOc1ccc(Cl)cc1,10,-7,-1,101,-6.2,-3,-1,1,-2.1,0
Cc1cccc(/C=C/c2onc(C)c2S(=O)(=O)N2CCC(C(=O)N3CCCCC3)CC2)c1,9,-2,55*,101,-0.9,-1,1,x,-1.7,0
O=C(N/C(=C/c1ccc([N+](=O)[O-])cc1)C(=O)N1CCOCC1)c1ccco1,6,-10,-9,114,-1.6,-3,-1,1,-1.2,-3
COc1ccc(C)c2sc(NC(=O)CCS(=O)(=O)c3ccccc3)nc12,-20,1,-3,116,-1.6,-7,0,-2,4.0,-1
Cc1ccccc1OCCC(=O)N1CCN(S(=O)(=O)c2ccccc2F)CC1,1,4,-4,112,-0.1,-2,3,-3,-0.2,4
CCOCCCn1c(SCC(=O)Nc2oc(C)c3c(C)n[nH]c(=O)c23)nnc1-c1ccncc1,15,2,-6,97,1.1,6,-3,-4,-2.4,1
COc1ccc(NC(=O)Nc2nnc(CC(=O)Nc3ccccc3)s2)cc1,12,8,40,96,1.1,0,-2,-1,-2.4,0
COc1ccc(C(=O)N2CCN(C(=O)CC(C)C)CC2)cc1OC,4,4,29,108,0.9,-3,-3,x,-0.8,-2
CCCCNC(=S)Nc1cccc(S(=O)(=O)NC2=NCCC2)c1,12,0,-6,101,0.0,-3,1,u,-2.2,1
# Additional compounds follow:
SMILES,OPRM1-OPRD1 inv,RTF Ca sens inh,Arrestin-AP2 inh,Pemphigus Ab inh,LANA DNA inh,Keap1 Nrf2 FP,RTF Ca sens act,Wnt bcat act,MOR-DOR ag,V-ATPase pHluor
CCOC(=O)c1sc(NC(=O)/C=C/c2cnn(CC)c2C)c(C(=O)OCC)c1C,17,-10,7,108,-0.6,-3,0,x,-3.2,4
O=c1cc(CSc2ccc([N+](=O)[O-])cc2)nc2sccn12,16,-2,2,102,1.4,6,-2,16,-3.1,0
O=C(COC(=O)CCC(=O)c1ccc(F)cc1)Nc1ccc(F)cc1F,3,-5,33,113,-0.3,-1,-2,-2,-0.7,3
O=C(c1ccc2oc(CCc3ccccc3)nc2c1)N1CCC(O)CC1,7,1,-8,101,0.0,-3,1,26,-1.3,-1
COc1cc2c(cc1OC)C(C)N(CC(=O)Nc1ccc(S(=O)(=O)N3CCCC3)cc1)CC2 (centres undefined),-10,-3,15,x,-1.4,1,-2,-3,1.9,6
CC(=O)C1=C(O)C(=O)N(c2cccnc2)C1c1cccc([N+](=O)[O-])c1 (centres undefined),17,-4,-1,107,0.1,-1,4,4,-3.2,-1
COc1ccc(NC(=O)C2Cc3cccc(OC)c3O/C2=N\O)cc1 (centres undefined),1,0,-5,93,1.7,-1,2,15,-0.3,1
CCCc1nc2nc(C)c(NS(=O)(=O)c3ccc(Cl)cc3)c(=O)n2[nH]1,24,-5,21,103,1.3,-1,-7,-3,-4.5,1
COC(=O)Cn1c(C)c(C(C)=O)c(C(C)=O)c1C,0,7,25,96,-0.7,3,-3,x,0.0,0
CN(NC(=O)c1ccco1)c1nc2ccccc2nc1C(F)(F)F,17,-8,3,108,-0.1,-10,4,1,-3.2,3
COc1ccc(CNC(=O)C(C)NC(=O)c2cc3ccccc3o2)cc1 (centres undefined),5,-11,-1,212,-2.1,2,-2,x,-1.0,1
N/N=C(\c1ccccc1)C12CN3CN(CN(C3)C1)C2,3,0,12,101,1.3,1,-5,x,-0.4,-1
COc1ccc(N(CC(=O)N2CCCCCC2)S(=O)(=O)c2ccccc2[N+](=O)[O-])c(OC)c1,14,-10,-8,109,0.2,-2,2,-2,-2.5,2
CN1CCC(N(C)C(=O)COc2ccccc2Cl)CC1,13,-1,8,97,-0.3,1,-2,-2,-3.2,-2
Cc1cccc(CN(C(=S)Nc2c(C)cccc2C)c2cccnc2)c1,4,-17,-43,94,-0.3,-1,-5,2,-0.9,2
O=C(Cc1ccccc1)NNC1CC(=O)N(c2ccc(Br)cc2)C1=O (centres undefined),11,-18,1,108,0.1,-5,-1,-1,-2.0,7
Cc1cnc(C(=O)Nc2cccc3ncccc23)cn1,-3,10,11,120,0.3,-3,-6,x,0.5,-1
O=C(NC1CCC(O)CC1)c1ccc(NS(=O)(=O)c2cccc([N+](=O)[O-])c2)cc1 (centres undefined),9,-6,-18,101,3.0,7,0,-3,-1.6,-1
CC(=O)N1CCN(C(=O)c2ccc(Cl)c(S(=O)(=O)N3CCc4ccccc43)c2)CC1,-1,-7,0,97,1.5,-2,-2,0,0.2,2
Cc1c(NC(=O)CSc2nc3ccccc3s2)c(=O)n(-c2ccccc2)n1C,13,-12,5,105,-0.6,-3,0,x,-2.6,4
CCOc1cc(/C=C(\C#N)C(=O)Nc2cccc(C(=O)O)c2)cc(Br)c1OC(=O)c1ccc(OC)cc1,-37,7,0,x,-0.5,0,3,-1,5.9,4
Cc1ccc(NC(=S)Nc2ccc(F)cc2)cc1C,6,-1,15,110,-2.1,0,-10,0,-1.3,1
COc1ccc(CCn2c(Br)nc3c2c(=O)[nH]c(=O)n3C)cc1,1,-2,10,95,0.6,-1,-2,-1,-0.2,-8
COCCNS(=O)(=O)c1ccc2c(c1)Cc1cc(S(=O)(=O)NCCOC)ccc1-2,-5,-6,10,97,-1.1,-3,4,0,0.9,-6
CC(=O)N1CCc2cc(S(=O)(=O)NCC(=O)NCc3ccc(F)cc3)ccc21,9,-4,48,x,0.4,-2,0,-1,-1.7,2
# Next section
SMILES,OPRM1-OPRD1 inv,RTF Ca sens inh,Arrestin-AP2 inh,Pemphigus Ab inh,LANA DNA inh,Keap1 Nrf2 FP,RTF Ca sens act,Wnt bcat act,MOR-DOR ag,V-ATPase pHluor
COc1ccccc1CC(=O)NC(=O)c1ccccc1O,8,0,52,94,1.6,5,-4,19,-1.7,0
COc1cc(OC)cc(C(=O)NCCC(c2ccccc2)c2ccccc2)c1,12,-8,15,91,-2.1,-6,-2,-1,-2.5,-4
COc1ccc(S(=O)(=O)NC2CC2)cc1-n1cnnn1,x,x,35,106,0.2,-1,x,0,x,4
O=C(CCNS(=O)(=O)c1ccccc1)N1CCN(C(c2ccccc2)c2ccccc2)CC1,0,0,5,x,0.5,2,-2,-2,0.0,-2
Cc1ccc(C2C(C(=O)O)c3ccccc3C(=O)N2C)o1 (centres undefined),-8,2,-9,96,-0.5,4,1,x,1.3,-2
CCOC(=O)c1cc2n(n1)C(C(F)(F)F)CC(C)N2 (centres undefined),11,6,2,100,1.2,0,2,x,-2.2,-1
COc1ccc(-n2nc(C(=O)N3CCCCC3)c3ccccc3c2=O)cc1,7,6,21,113,-1.4,5,-2,-1,-1.6,-2
COc1ccc(Cl)cc1NC(=O)C1CCN(C(=O)Nc2ccccc2)CC1,12,-7,5,x,0.6,-4,7,-2,-2.8,0
O=[N+]([O-])c1ccccc1C=NNC(=S)NN=Cc1ccccc1[N+](=O)[O-],3,5,-1,95,1.1,-3,-1,3,-0.6,-3
Cn1c(=O)cc(OCCCC(=O)NCCC2=CCCCC2)c2ccccc21,9,-8,1,99,3.0,-11,7,-8,-2.0,0
Cc1cc(C)cc(NC(=O)Cn2nnc(C(=O)NCc3ccc4c(c3)OCO4)c2N)c1,-8,0,-8,101,0.0,-6,1,1,1.5,0
Cc1ccc(-c2nnc(N(C)C(=O)c3cccnc3)s2)cn1,16,-2,-4,99,-1.7,-5,-6,x,-2.8,4
COc1ccc(-n2cnnc2SCC(=O)N(C)c2ccccc2)cc1,3,6,-9,109,1.4,1,-2,-1,-0.5,0
CCOc1cc(CO)cc(Br)c1OCC(=O)Nc1ccccc1C,13,3,-2,82,0.5,1,-4,-3,-2.1,2
